Bioassay records deposited in PubChem BioAssay by Small Molecule Screening Facility, UW Madison.
SSB-PriA inh: inhibitors of Klebsiella pneumoniae PriA binding to SSB C-terminal tail; 0.6% of 430,000 active; AlphaScreen SSBct-PriA binding, biotinylated peptide; inhibition, % at 33 µM; in the data active = inhibition mostly above about 37%, no sharp cut-off; inactive = mostly below about 20%;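 also: plate controls were negative control peptide for no effect and reference peptide for full effect; strong numbers were not always called active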
Active calls of the source: *; & = joins results of further samples. Some of the compounds tested; the hit share may differ from the screen's.

smiles	SSB-PriA inh
O=C(Nc1ccc(F)cc1)N1CCC(c2nnc(-c3ccco3)s2)CC1	1
Cc1nc2scc(-c3cccc(NS(=O)(=O)c4ccc(F)cc4)c3)n2c(=O)c1C	-5
Nc1nc(Cc2ccccc2)cs1	3&3
Cc1cc(NC(=O)c2ccc(F)c(F)c2)n(-c2nc3c(c(=O)[nH]2)CCC3)n1	-11
COc1ccc(Cl)cc1C(=O)Nc1cc(-c2ccco2)nn1-c1nc(-c2ccccc2)cc(=O)[nH]1	-19
Cc1c(O)ccc(C(=O)CN2CCN(c3cccc(Cl)c3)CC2)c1O	-3
Cn1c(O)cc(=O)n(C)c1=O	-4&9
Cc1cc(C)c(N(C[C@H](O)COc2ccc(Cl)cc2)S(C)(=O)=O)c(C)c1	5
O=C(c1ccco1)N1CCC(c2nnc(C(F)(F)F)o2)CC1	-14
Cc1ccc(NC(=O)[C@@H]2CCCN2c2nc3ccccc3o2)nc1	-4
Cc1nn(C(C)C)c(C)c1S(=O)(=O)NCC1Cc2ccccc2CO1 (configuration not stated)	1
O=c1c2c([nH]c(=S)n1-c1ccc(Cl)cc1)CCS2	7
Cc1nc2ccccc2n1N=Cc1ccc([N+](=O)[O-])s1	5
O=C(Cc1ccccc1Cl)N(Cc1ccsc1)C1CC1	-14
Cc1cc(C)cc(NC(=O)CC(N)=NO)c1	4
Cc1ccc(-c2cc(CC(=O)NCc3ccco3)no2)cc1	4
O=C(NN=Cc1ccc2c(c1)OCO2)c1cc(-c2ccccc2)nc2ccccc12	-3
CC1CCN(c2ccc(C=NNc3nncn3N)cc2[N+](=O)[O-])CC1	21
O=C1C2N=NN(c3ccccc3)C2C(=O)N1c1cccc(Cl)c1 (configuration not stated)	-1
COc1ccc(Cl)cc1NC(=O)N1CCC(c2cccs2)CC1	10
COC(=O)Cc1csc(=Nc2ccccc2)n1-c1ccccc1	5
Cc1ccccc1CC(=O)N1CCC2(CC1)NC(=O)c1cccc(Cl)c1N2	-8
CO[C@@H](CNC(=O)COc1ccccc1)c1ccsc1	0
CCCNC(=O)C(=O)NCCc1ccc2c(c1)CCCN2CCC	3
O=C(NCCc1c[nH]c2ccccc12)C1CCCN(c2ccc(-c3cccs3)nn2)C1 (configuration not stated)	0
CCOC(=O)c1c(NC(=O)CSc2nnc3scc(-c4ccc(Cl)cc4)n23)sc(C)c1C	-3
CCOc1ccc(C(C)C)cc1S(=O)(=O)NCCn1nc(-c2cccs2)ccc1=O	-5
CCCOc1ccc(-c2nc(C#N)c(N3CCN(C(=O)c4ccc(F)cc4)CC3)o2)cc1	-6
COCCN1C(=O)C(=O)C(=C(O)c2cccc(S(=O)(=O)N(C)C)c2)C12C(=O)N(C)c1ccccc12 (configuration not stated)	-30
CN1C(=O)c2cccc3c(C(=O)c4ccccc4)ccc(c23)C1=O	-14

Molecules from the list above containing two or more sulfur atoms:
smiles	SSB-PriA inh
Cc1nc2scc(-c3cccc(NS(=O)(=O)c4ccc(F)cc4)c3)n2c(=O)c1C	-5
O=c1c2c([nH]c(=S)n1-c1ccc(Cl)cc1)CCS2	7
CCOC(=O)c1c(NC(=O)CSc2nnc3scc(-c4ccc(Cl)cc4)n23)sc(C)c1C	-3
CCOc1ccc(C(C)C)cc1S(=O)(=O)NCCn1nc(-c2cccs2)ccc1=O	-5

Quoted from the listing:
Cc1nc2ccccc2n1N=Cc1ccc([N+](=O)[O-])s1 – SSB-PriA inh: 5
CC1CCN(c2ccc(C=NNc3nncn3N)cc2[N+](=O)[O-])CC1 – SSB-PriA inh: 21
O=c1c2c([nH]c(=S)n1-c1ccc(Cl)cc1)CCS2 – SSB-PriA inh: 7

Returning to the listing with the three entries that preceded the break.
smiles	SSB-PriA inh
CCCOc1ccc(-c2nc(C#N)c(N3CCN(C(=O)c4ccc(F)cc4)CC3)o2)cc1	-6
COCCN1C(=O)C(=O)C(=C(O)c2cccc(S(=O)(=O)N(C)C)c2)C12C(=O)N(C)c1ccccc12 (configuration not stated)	-30
CN1C(=O)c2cccc3c(C(=O)c4ccccc4)ccc(c23)C1=O	-14
CCC(C)N(CN1C(=S)SC2=NC(=O)CCCN21)C(C)CC (configuration not stated)	-14
O=C(COc1ccccc1[N+](=O)[O-])NN=Cc1ccc(O)c([N+](=O)[O-])c1	6
COc1ccc(C(CC2OC(=O)c3ccccc32)=NNC(N)=O)cc1 (configuration not stated)	-5
O=C(CNC(=O)c1cccs1)NN=Cc1c[nH]c2ccccc12	-4
CCC(=NNC(=S)Nc1ccccc1)c1c(O)[nH]c(=O)[nH]c1=O	0
O=C(COc1ccccc1F)N1CCN(Cc2nc(-c3ccc(F)cc3)cs2)CC1	4
O=C(NCCc1cccs1)c1cc2n(n1)CCCO2	-13
Cn1ccc(C(=O)Nc2nnc(-c3ccc(Cl)cc3)o2)n1	9
COc1ccc(C(=O)Nc2nc3c(s2)CCC[C@H]3C(=O)N2CCc3ccccc32)cc1	-11
COc1ccc(Cl)cc1C(=O)NCCn1nc(-c2ccncc2)ccc1=O	-6
Cc1ccc(S(=O)(=O)N2CCOC23CCN(C(=O)c2ccc(C)c([N+](=O)[O-])c2)CC3)cc1	-15
CN(C)C[C@H]1CSCCCN1C(=O)c1ccc(S(=O)(=O)N(C)C)cc1	-16
CSc1ccc2nnc(-c3ccc(Cl)cc3)n2n1	-3
CC(=O)c1cccc(NC(=O)Cn2c(=O)n(Cc3cccnc3)c(=O)c3ncccc32)c1	-1
CCOC(=O)c1ccccc1NC(=O)CSc1ncc(-c2ccc(OC)cc2)n1C	53
O=C(c1cc(N2CCCCCC2)ccn1)N1CCCc2ccccc21	1
O=c1c(/C=c2\sc3nc4ccccc4n3c2=O)coc2ccccc12	-5
CCc1ccc(S(=O)(=O)N2CCn3cccc3C2c2ccc(OC)c(OC)c2)s1 (configuration not stated)	21
CN(C)c1cncc(O[C@H]2CCN(C(=O)Cc3c[nH]c4ccccc34)C2)n1	18
O=C(CCS(=O)(=O)c1ccc(Cl)cc1)Nc1nnc(-c2cc3ccccc3o2)o1	-8&12
CC(C)(C)C(=O)C/C(=N/Nc1nc(-c2ccccc2)c2cc(Br)ccc2n1)C(F)(F)C(F)(F)C(F)(F)F	-4
Cc1noc(CNC(=O)C2CCN(C(=O)c3cn(C)nn3)CC2)n1	0
COc1ccc([C@H](C)NC(=O)c2nnn(-c3ccc(F)cc3)c2C)cc1	-11
CCOC(=O)N1CCc2c(sc(NC(=O)[C@@H]3COc4ccccc4O3)c2C(N)=O)C1	-3
CCOc1ccc(C=Nn2c(C)nc3ccccc3c2=O)cc1	-6
O=C(Cc1cccs1)N1CCN(c2cc(-n3cncn3)ncn2)CC1	-34
CC(=NNC(=O)COc1cccc(Br)c1)c1ccc2c(c1)OCCO2	3
COC(=O)Nc1ccc(S(=O)(=O)Nc2cnc3ccnn3c2)cc1	-9
CCOCC(=O)NCC(Cc1cccc(F)c1)N1CCNC1=O (configuration not stated)	-11
CCC(CC)C(=O)NCCCn1nc(-c2ccncc2)ccc1=O	-2

The closing 3 records of the part above lead into the next.
smiles	SSB-PriA inh
COC(=O)Nc1ccc(S(=O)(=O)Nc2cnc3ccnn3c2)cc1	-9
CCOCC(=O)NCC(Cc1cccc(F)c1)N1CCNC1=O (configuration not stated)	-11
CCC(CC)C(=O)NCCCn1nc(-c2ccncc2)ccc1=O	-2
O=S(=O)(/C=C/c1ccccc1)N1CCC(Oc2ccc(C(F)(F)F)cn2)CC1	-10
COc1ccc(C(=O)CN2C(=O)COc3ccccc3C2=O)cc1F	-10
O=C(Cc1cccs1)NCCOc1ccc(-c2ccccc2)nn1	-14
COc1ccc(C(=O)N(Cc2ccco2)c2nc3c(C)c(C)ccc3s2)cc1OC	-12
CN(C)c1ccc(C=NNC(=O)c2ccc(-n3cnnn3)cc2)cc1	-8
CCSc1nc(NC(C)C)c2cnn(CCNC(=O)c3ccc4c(c3)OCO4)c2n1	-5
O=C(CSc1ccc(-c2ccncc2)nn1)Nc1nccs1	-8
O=C(Cc1ccccc1Cl)N(Cc1ccsc1)Cc1ccco1	-8
COc1nn(C)cc1C(=O)NCC(C)(O)c1cc2ccccc2o1 (configuration not stated)	-6
Cc1cc(CCNC(=O)Nc2cccc(C(F)(F)F)c2)on1	-12
CCOC(=O)Cc1csc(NC(=O)COc2cccc3ccccc23)n1	-5
NCC1(c2ccccc2)CCOCC1	-10
COc1ccc(-c2c(C#N)c(SCC(=O)Nc3ccc(F)cc3)nc3c2C(=O)CC(C)(C)C3)cc1	-6
COc1cccc2cc(C(=O)N3C4C=CCC3CC4)oc12 (configuration not stated)	2
Cc1ccc(S(=O)(=O)N2CCc3ccc(NC(=O)COc4ccc(Cl)cc4)cc3C2)cc1	0
O=C(c1ccc(=O)[nH]n1)N1CCN(Cc2nc3ccccc3[nH]2)CC1	-21
COc1cccc(CNC(=O)Cc2cc(=O)[nH]c(SCC(=O)NC3CCCC3)n2)c1	9
O=C(Nc1nc2ccc(S(=O)(=O)N3CCCC3)cc2s1)c1cccc(C(F)(F)F)c1	-17
COc1ccc(S(=O)(=O)CCCC(=O)Nc2nc(-c3ccc(F)cc3F)cs2)cc1	-9
CN(Cc1ccccc1)C(=O)c1ncc(-c2ccccc2)o1	-7
CSc1ccc(CC(=O)N(C[C@H]2CCCO2)c2nc3c(Cl)cccc3s2)cc1	-2
CCOc1ccc(C(=O)Nc2ccc(-c3nc4cccnc4s3)cc2)cc1OCC	-3
Cc1ccc(C)c2sc(N(CCN3CCOCC3)C(=O)c3cccc(N4C(=O)CCC4=O)c3)nc12	6
O=c1ccc(-c2cccc3ccccc23)nn1Cc1ccc([N+](=O)[O-])cc1	17
O=C(Nc1ccc2c(c1)OCCO2)c1csc(-c2cc3ccccc3[nH]2)n1	-4
Cc1cccc(CS(=O)(=O)Nc2ccc3c(c2)C(=O)NCCO3)c1	8
COc1ccccc1-c1noc(C2CN(S(=O)(=O)N(C)C)C2)n1	-2
Cc1sc2ncnc(NCCc3ccc4c(c3)OCCO4)c2c1C	-4
COc1ccc(-c2c(C)nn3c(Nc4ccc(F)cc4)cc(C)nc23)cc1OC	9
COC(=O)c1ccc2c(=O)n(Cc3cccc(OC)c3)c(=S)[nH]c2c1	6
O=C(c1cccc(Cl)c1)N1CCC[C@H](c2nnc(-c3ccccc3F)s2)C1	-3
Brc1ccc2cc(C34CC5CC(CC(C5)C3)C4)ccc2c1	1
N#C/C(=C\N1CCN(c2cccc(Cl)c2)CC1)C(=O)NCc1ccco1	-9
COc1ccc(NC(=O)c2cc3c(=O)[nH]c(-c4ccsc4)cn3n2)cc1F	-13
Cc1c(Cl)c(C)c(C2=NON3N(C(=O)c4cccs4)c4ccccc4N23)c(C)c1Cl	-10&-5
CC(C)c1cc(=O)n2c(n1)SC[C@@H]2CC(=O)Nc1ccc(OC(F)(F)F)cc1	-16
COc1cc(Cn2c(=O)oc3ccc(C)cc32)ccc1OCCC(C)C	-6
Cc1nn([C@H]2CCS(=O)(=O)C2)c(C)c1CC(=O)Nc1ccc(-c2nc3ccccc3s2)cc1	-8
O=C(Nc1nc2c(cc3c4c(cccc42)CC3)s1)c1cc2c(ccc3ccccc32)oc1=O	4
O=C(CCCc1ccccc1)NCCOc1ccc2c(c1)OCO2	17
COC(=O)Nc1nc(CC(=O)N2CCc3ccccc32)cs1	1
COCCN(CCOC)C(=O)Cc1csc2nc(-c3ccc(F)cc3)cn12	-14&-6
CC(C)CS(=O)(=O)C1CCN(S(=O)(=O)c2ccc(Br)s2)CC1	-21
O=C(CON=Cc1ccccc1)Nc1c(F)c(F)c(F)c(F)c1F	-11
O=C(NN=Cc1ccc2c(c1)OCO2)c1cc(-c2ccco2)nc2ccccc12	-8
